AmpC det inh: AmpC beta-lactamase inhibition, detergent assay | P00811 | purified AmpC, nitrocefin hydrolysis with detergent | Potency, µM (doses to about 28.7 µM), for inactives: at the highest dose activity change, negative = inhibition | 0.09% of 71,000 active | AID 584; active means well fitted curve in the direction sought with a large enough effect; inconclusive means small, poorly fitted or top-dose-only effect
Target sequence (P00811 whole entry, looked up): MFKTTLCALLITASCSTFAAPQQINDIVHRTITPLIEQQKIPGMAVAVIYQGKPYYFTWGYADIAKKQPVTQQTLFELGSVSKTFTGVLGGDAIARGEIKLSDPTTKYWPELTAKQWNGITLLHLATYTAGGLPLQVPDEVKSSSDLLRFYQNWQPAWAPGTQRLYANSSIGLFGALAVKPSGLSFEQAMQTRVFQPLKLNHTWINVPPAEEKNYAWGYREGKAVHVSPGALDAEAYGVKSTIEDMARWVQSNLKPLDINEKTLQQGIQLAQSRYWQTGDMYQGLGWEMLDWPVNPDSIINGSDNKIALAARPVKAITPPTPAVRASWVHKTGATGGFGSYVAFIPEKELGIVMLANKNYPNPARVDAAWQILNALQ
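E. coli AmpC (5.3 nM) in 20 mM phosphate pH 7.0 with 0.01% Triton X-100, preincubated 15 min RT with compound; nitrocefin (2 uL of 800 uM stock) hydrolysis followed by 480 nm absorbance every 20 s over 4 min.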
* marks the source's active call; other numbers are inactive results; ? = inconclusive; [ ] = another dose, or the depositor's remark. On the % scale 0 is the no-effect control and ±100 the full control effect; potency means the concentration at half of the fitted maximal effect. The list is partial, so the mix of outcomes need not match the whole.

SMILES | AmpC det inh
CCC(c1nnnn1Cc1ccc2c(c1)OCO2)N1CCN(c2ccccc2)CC1 (configuration not stated) | 10%
CC(C)CC(=O)Nc1ccccc1N1CCOCC1 | 10%
COC(=O)[C@@H]1C[C@H]1[C@@H](NC(=O)c1ccccc1)c1ccccc1 | 1%
COc1ccc(S(=O)(=O)N2CCCN(CC(=O)Nc3ccc(OC)c(Cl)c3)CC2)cc1 | 14%
COC(=O)c1ccc(Cn2cc(Cl)cn2)cc1 | -3%
O=C(CCN1CCc2ccccc2C1)Nc1ccccc1 | 1%
CCn1c(/C=N/n2cnnc2)nc2ccccc21 | 12%
O=C(CSc1ncccn1)c1ccccc1Br | 0%
CCOC(=O)C1=C(C)NC(=O)CC1c1cc2c(cc1Br)OCO2 (configuration not stated) | 8%
Cc1ccc2cc(C(c3nnnn3C3CCCC3)N(Cc3cccnc3)Cc3ccco3)c(=O)[nH]c2c1 (configuration not stated) | 0%
Cn1c(SCC(=O)c2ccc(F)cc2)nc2cccnc21 | -3%
O=C1SC(c2ccccc2)=N/C1=C/c1ccco1 | 1%
O=C(c1ccc(F)cc1F)N(Cc1ccccn1)Cc1ccco1 | 2%
CN(C)c1ncnc2ccc(-c3cccc(C#N)c3)cc12 | ?
O=C(CN1CCN(Cc2ccc(Cl)cc2)C1=O)N1CCC2(CC1)OCCO2 | -2%
O=C(Cc1ccccc1)N1CCN(C2CCCC2)CC1 | 12%
O=C(CN(C1CCCCC1)S(=O)(=O)c1ccc(Cl)cc1)NCc1cccnc1 | 7%
CCOc1cc(-c2c(C)c(C)nc(N)c2C#N)ccc1O | 1%
CCOc1ccc2[nH]cc(C(=O)O)c(=O)c2c1 | -2%
CN(C)Cc1ccccc1-c1cncnc1NCc1cccs1 | 6%
Cc1ccc(C)c(N2CCN(C(=O)C3CCN(c4nnc(N5CCCC5=O)s4)CC3)CC2)c1 | 0%
O=C1C(=O)N(Cc2ccc(Cl)c(Cl)c2)c2ccccc21 | -1%
COc1ccc(N2CCN(C(=O)c3ccc(C)cc3Cl)CC2)cc1 | 0%
COc1ccc(NC(=O)Cn2cccc2)cc1Cl | 3%
CCCc1cc(C(=O)NCCc2ccccc2)no1 | 5%
CN1CCN(c2ncc3nc(-c4cccs4)c(=O)n(Cc4ccc(F)cc4)c3n2)CC1 | -1%
CC[C@H]1CC[C@H]2[C@@H]3CC=C4C[C@H](OC(C)=O)[C@@H](N)C[C@@]4(C)[C@H]3CC[C@@]12C | -2%[5.75 µM]
COC(=O)C(C(=O)N1CCN(C)CC1)C1CCCCCC1 (configuration not stated) | -3%
O=C(CN1C(=O)CSC1=O)Nc1ccc(N2CCOCC2)cc1 | -5%
CCOC(=O)c1c(N)sn(-c2ccccc2C)c1=S | 0%
O=S(=O)(c1cccs1)N1CCN(c2ccccn2)CC1 | -4%
Cc1cc(NC(=O)Cc2ccccc2)no1 | -3%
Cc1cc(N2CCOCC2)nc2ccc(NC(=O)CCC(=O)N3CCC(C)CC3)cc12 | -3%
O=C(Nc1cccc(F)c1)c1ccc(S(=O)(=O)N2CCCC2)cc1 | 13%
Cn1c(-c2cccc(Br)c2)cnc1NCc1cccnc1 | 9%
Cc1ccc(S(=O)(=O)NC(C)(C)CSc2nnc(N)s2)cc1 | -4%
O=C(C1CCCCC1)N1CC(=O)N2CCc3ccccc3[C@@H]2C1 | 1%[12.8 µM]
Cc1cccc(-n2c(O)c(C=NCCCN3CCOCC3)c(=O)[nH]c2=O)c1C | -2%
CCOC(=O)CS(=O)(=O)c1nc(-c2ccc(F)cc2)cc(C(F)(F)F)n1 | -3%
COc1ccc(S(=O)(=O)Cc2ccc(C(=O)NCc3ccccn3)o2)cc1 | 11%
OCCc1ccc(-c2ccc(Cl)cc2)o1 | -5%
COc1ccc(Cl)cc1C(=O)Nn1c(C)nc2ccccc2c1=O | -5%
Cc1cc(C)c2nc(N3CCCN(C(=O)c4ccco4)CC3)c(C#N)cc2c1 | -7%
CCc1cccc2nc3c(c([Si](CC)(CC)CC)c12)Cn1c-3cccc1=O | -3%
Cc1onc(-c2ccccc2Cl)c1C(=O)NCCCN1CCOCC1 | 11%
CC[C@@H](Nc1ncnc2nc[nH]c12)C(=O)O | -5%[5.75 µM]
Cc1ccc(S(=O)(=O)Nc2ccccc2F)cc1C(=O)NCCCN1CCCC1=O | -1%
COc1cccc(C(C(=O)NC(C)(C)C)N(C(=O)CCC(=O)Nc2cc(C)on2)C(C)C)c1OC (configuration not stated) | -5%
Cc1ccc(C2CC(=O)c3cnc(N4CC(C)CC(C)C4)nc3C2)cc1 (configuration not stated) | -4%
COc1ccc(S(=O)(=O)Nc2ccccc2OC)cc1C | -8%
O=C(O)CCCC(=O)NCCCc1ccccc1 | -1%
COc1cc(NS(=O)(=O)c2cc(C)ccc2OC)c(OC)cc1Cl | -5%
CC(=O)c1c(C)nn(C(C)CC(=O)O)c1C (configuration not stated) | -4%
NS(=O)(=O)c1ccc(N=C2C(=O)Nc3ccccc32)cc1 | -3%[5.75 µM]
Cc1cc2oc(C(=O)Nc3c(C)n(C)n(-c4ccccc4)c3=O)c(C)c2cc1C | -4%
Cc1cc(C)c(C#N)c(SCC(=O)c2cccs2)n1 | 7%
COc1ccc(C2C(C(=O)N3CCN(c4ccc(OC)cc4)CC3)c3ccccc3C(=O)N2C)cc1 (configuration not stated) | -1%
CCOC(=O)c1cnn(-c2cc(C)nc3c(-c4ccccc4)cnn23)c1N | -7%
COc1ccc(C(CC(=O)N2CCC3(CC2)OCCO3)NS(=O)(=O)c2ccc(C)cc2)cc1 (configuration not stated) | -3%
Cc1occc1C(=O)Nc1ccc(S(=O)(=O)N2CCN(C)CC2)cc1 | -3%

Later entries:
SMILES | AmpC det inh
CC(C)CC1(C)NC(=O)NC1=O (configuration not stated) | -6%
CCc1cc(C(=O)c2ccccc2OC)c(N)s1 | -6%
N=c1sccn1CC(=O)Nc1cccc(Oc2ccccc2)c1 | -5%
CCOC(=O)C1Cn2c(nc3c(c2=O)C(C)(CC)Cc2ccccc2-3)S1 (configuration not stated) | 6%
O=C(OCC(=O)c1cccs1)c1ccccc1 | 7%
CCOC(=O)N1CCN(C(=O)CN(c2ccc(Oc3ccccc3)cc2)S(C)(=O)=O)CC1 | 5%
CC1=C(C(=O)OCc2ccccc2)C(C2CC2)NC(=O)N1CCCCCC(=O)O (configuration not stated) | 12%
O=C(C1CCCO1)N1CCN(C(c2ccccc2)c2ccccc2)CC1 (configuration not stated) | 11%
CC1(C)Oc2ccc(NC(=O)C3COc4ccccc4O3)cc2O1 (configuration not stated) | -3%
COc1ccc(CCNC(=O)CSc2nnc(CNc3ccc(Cl)cc3)o2)cc1OC | 9%
COc1ccc(C(c2sc3nc(C)nn3c2O)N2CCC(C(N)=O)CC2)cc1OC (configuration not stated) | 10%
O=C1c2ccc(Oc3ccc4c(c3)C(=O)N(CCCO)C4=O)cc2C(=O)N1CCCO | 8%
O=C(NCC1COc2ccccc2O1)c1ccc(NC(=O)c2ccco2)cc1 (configuration not stated) | -1%
COc1ccc(Cl)cc1N1C(=O)C2CCCN2C1c1ccc(F)c(F)c1 (configuration not stated) | 4%
O=[N+]([O-])c1cc(Cl)c(Cl)c(Cl)c1Cl | 8%
COc1cc(C)c(-c2cc(C(=O)O)c(C)o2)cc1C(C)C | -9%
CCS(=O)(=O)N1CCN(C2CCC(c3ccccc3)CC2)CC1 (configuration not stated) | 0%
Cc1cc2oc(=O)cc(COC(=O)Cn3cnnn3)c2cc1C(C)C | -1%
Clc1ccccc1CN1CCc2sccc2C1 | -6%
CCN(CC)C(=O)N[C@H]1C=C2c3cccc4[nH]cc(c34)C[C@@H]2N(C)C1 | -2%[12.8 µM]

Reformatted as tab-separated lines: 20 of the compounds above
SMILES	AmpC det inh
CC(C)CC1(C)NC(=O)NC1=O (configuration not stated)	-6%
CCc1cc(C(=O)c2ccccc2OC)c(N)s1	-6%
N=c1sccn1CC(=O)Nc1cccc(Oc2ccccc2)c1	-5%
CCOC(=O)C1Cn2c(nc3c(c2=O)C(C)(CC)Cc2ccccc2-3)S1 (configuration not stated)	6%
O=C(OCC(=O)c1cccs1)c1ccccc1	7%
CCOC(=O)N1CCN(C(=O)CN(c2ccc(Oc3ccccc3)cc2)S(C)(=O)=O)CC1	5%
CC1=C(C(=O)OCc2ccccc2)C(C2CC2)NC(=O)N1CCCCCC(=O)O (configuration not stated)	12%
O=C(C1CCCO1)N1CCN(C(c2ccccc2)c2ccccc2)CC1 (configuration not stated)	11%
CC1(C)Oc2ccc(NC(=O)C3COc4ccccc4O3)cc2O1 (configuration not stated)	-3%
COc1ccc(CCNC(=O)CSc2nnc(CNc3ccc(Cl)cc3)o2)cc1OC	9%
COc1ccc(C(c2sc3nc(C)nn3c2O)N2CCC(C(N)=O)CC2)cc1OC (configuration not stated)	10%
O=C1c2ccc(Oc3ccc4c(c3)C(=O)N(CCCO)C4=O)cc2C(=O)N1CCCO	8%
O=C(NCC1COc2ccccc2O1)c1ccc(NC(=O)c2ccco2)cc1 (configuration not stated)	-1%
COc1ccc(Cl)cc1N1C(=O)C2CCCN2C1c1ccc(F)c(F)c1 (configuration not stated)	4%
O=[N+]([O-])c1cc(Cl)c(Cl)c(Cl)c1Cl	8%
COc1cc(C)c(-c2cc(C(=O)O)c(C)o2)cc1C(C)C	-9%
CCS(=O)(=O)N1CCN(C2CCC(c3ccccc3)CC2)CC1 (configuration not stated)	0%
Cc1cc2oc(=O)cc(COC(=O)Cn3cnnn3)c2cc1C(C)C	-1%
Clc1ccccc1CN1CCc2sccc2C1	-6%
CCN(CC)C(=O)N[C@H]1C=C2c3cccc4[nH]cc(c34)C[C@@H]2N(C)C1	-2%[12.8 µM]

New compounds follow:
SMILES | AmpC det inh
O=C(CSCc1ccco1)Nc1cc(C(F)(F)F)ccc1N1CCOCC1 | -3%
Cc1cccc(-n2c(Cc3cc(=O)[nH]c(=O)[nH]3)nnc2SC(C)C)c1 | 13%
O=C1NCN(c2ccccc2)C12CCN(c1nnnn1-c1ccccc1)CC2 | -1%
Cc1ccccc1OCC(=O)N(Cc1nc(-c2ccccc2)no1)C(C)C | -4%
COCCNC(=O)c1ccc(CS(=O)(=O)c2ccc(OC)cc2)o1 | 11%
CN1C(=O)OC2(C)CCc3ccccc3C12C (configuration not stated) | -3%
CCOC(=O)c1csc(Nc2nc3ccc(F)cc3s2)n1 | 1%
COC(=O)c1ccccc1NC(=O)c1c(O)c2c([nH]c1=O)CCCC2 | -2%
Clc1cccc2sc(N3CCN(c4ccccc4)CC3)nc12 | 16%
NC(=O)C1CCN(C(=O)CN(c2cccc(C(F)(F)F)c2)S(=O)(=O)c2ccccc2)CC1 | 6%
OC1(c2ccccc2F)CC2CCC(C1)N2CCN1CCOCC1 (configuration not stated) | 0%
CS(=O)(=O)c1cccc(C(=O)NCc2ccccc2)c1 | -5%
O=c1[nH]c(CSc2nnc(COc3ccccc3)n2-c2ccccc2)nc2ccccc12 | 2%
COc1cc(NC(=O)c2noc3c2CCC3)c(OC)cc1Cl | -5%
Cc1c(C(=O)NCC2COc3ccccc3O2)oc2ccc(S(=O)(=O)N3CCOCC3)cc12 (configuration not stated) | 0%
Cc1cccc(-n2c(SCc3cc(=O)n4ccsc4n3)nc3ccccc32)c1 | -3%
CCCc1cc(C(=O)OC)c(NC(=O)OCC)s1 | -5%
COCCn1c(=O)c(-c2ccc(Cl)cc2)nc2cnc(N3CCNCC3)nc21 | -1%
Nc1ccc2c(c1)-c1ccccc1S(=O)(=O)N2 | -1%
Cc1nc2cc(-c3cccc(F)c3)nn2c(C)c1CCC(=O)NC(C)CCc1ccco1 (configuration not stated) | 13%
O=C(Nc1ccon1)c1ccc(Cl)s1 | -2%
O=C(Nc1cccnc1)c1c(F)c(F)c(F)c(F)c1F | -3%
COc1cc(C2C(C#N)=C(N)Oc3cc(N(C)C)ccc32)cc2c1OCO2 (configuration not stated) | 0%
COc1ccc(CN(Cc2ccccn2)S(=O)(=O)c2ccc(-n3cnnn3)cc2)cc1 | -2%
Cc1cc(C)cc(NC2=NC3(CCCCC3)N=C(N)N2)c1 | 4%
COC(=O)c1ccccc1S(=O)(=O)Nc1ccc(OC)nc1 | -1%
Cc1ccc(S(=O)(=O)N2CCC(C(=O)N3CCN(Cc4ccccc4)CC3)CC2)cc1 | 10%
Cc1[nH]c2ccccc2c1C(=O)CN1CCSCC1 | 1%
COCCNS(=O)(=O)c1cc(OC)c(Cl)cc1Cl | -8%
CCOC(=O)C1=C(C)NC(C)=C(C(=O)OCC)C1c1ccccn1 | -3%
O=C(NC12CC3CC(CC(C3)C1)C2)c1ccc(S(=O)(=O)N2CCOCC2)cc1 | -1%
CCOC(=O)COn1c(=O)c(=O)n(O)c2ccccc21 | -1%
CC1=C(C(=O)Nc2ccccc2)C(c2ccco2)C(C#N)=C(SCC(=O)Nc2cccc(C)c2C)N1 (configuration not stated) | 4%
Cn1cc(C2NC(=O)c3c(sc4c3CCCC4)N2)c2ccccc21 (configuration not stated) | 13%
Cc1ccc(-c2nn3c(C)nnc3s2)cc1NC(=O)c1cccs1 | -5%
Cc1cccc(C)c1OCCCCc1c(C)n[nH]c1C | -4%
CCc1c(C)nc2c(C#N)c[nH]n2c1=O | -2%
Clc1ccc2c(c1)C1OCCC1C(c1ccco1)N2 (configuration not stated) | 14%
COc1ccc(OC)c(NC(=O)CCNS(=O)(=O)c2cccs2)c1 | -1%
O=C(NCc1cccs1)C(NS(=O)(=O)c1cccc2nsnc12)c1ccccc1 (configuration not stated) | -1%
CN(C)S(=O)(=O)N1CCC(c2ccc(F)cc2)C(COc2ccc3c(c2)OCO3)C1 (configuration not stated) | -1%
CC(=O)N1CCC2(CCN(Cc3cc(C(F)(F)F)cc(C(F)(F)F)c3)CC2)CC1 | 2%
Cc1cccc(CC2CC(=O)N(c3ccccc3)C2=O)c1 (configuration not stated) | -4%
COC(=O)C1=CN(CC2CCCO2)C=C(C(=O)OC)C1c1cc(OC)c(OC)c(OC)c1 (configuration not stated) | -1%
CCCCc1cc2c(c(NC(=O)CC)n1)c(=O)oc1ccccc12 | 23%
Cc1ccc2[nH]c(=O)c(N3CCOCC3)c(-c3ccccc3)c2c1 | -1%
